V1R ag counter: agonists of human V1a receptor, primary screen, counter-screen for OXTR agonist project, fluorescence, CHO-V1R cells; Fluo-8 calcium fluorescence, agonist mode; 0% DMSO, 100% 3 nM vasopressin; hit rate 0.25% among 320,000; activation, % at 3 µM;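 active means activation above the mean activation of all tested compounds plus 3 SD, per screening run, cut at about 20% in these data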;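 further: signal is peak over basal fluorescence ratio across a 100 second FLIPR read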
OXTR agonist: human OXTR agonists, primary screen, fluorescence, CHO-OTR cells, Fluo-8 calcium. activation, % at 3 µM. AID 2435, 2010. Fluo-8 calcium fluorescence; normalized: DMSO 0%, oxytocin 100%. hit rate 0.32% among 320,000;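 active means activation above the mean of all tested compounds plus 3 SD, cutoff set per screening run, cut at about 20% in these data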;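 further: peak over basal fluorescence ratio from a 100 s FLIPR kinetic read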
MEKK3 PB1 HTS: modulators of MEKK3-MEK5 PB1 binding, primary screen, biochemical, wildtype MEKK3, multiplex bead flow cytometry, Alexa488-MEK5; Mitogen-activated protein kinase kinase kinase 3 (Homo sapiens), Q99759; bead-based flow cytometry, Alexa488-MEK5 binding to MEKK3; actives lie on both sides; 0 = blocked by unlabeled MEK5, 100 = vehicle; binding response (% of control), % at 10 µM; hit rate 1.4% among 290,000;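 active means binding response more than 3 SD above or below the average of its plate-row segment, actives on both sides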;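 further: Alexa488 bead fluorescence after subtracting the streptavidin-only scavenger bead signal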
GalR3 antag: GalR3 antagonists in HEK293 cells, primary screen, cell-based, fluorescence readout. HEK293 GalR3-CNG cAMP membrane potential fluorescence; galR3 body fused to GalR1 C-terminus. Galanin receptor type 3 (Homo sapiens), O60755. AID 651719, 2012. inhibition, % at 3 µM. hit rate 0.44% among 360,000;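 active means inhibition above the screen-wide average plus 3 SD, cut at about 13% in these data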;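 further: forskolin and galanin both at EC90 stimulate the cells; cAMP rise reported by CNG channel membrane potential dye signal; 0% = forskolin plus galanin with DMSO and 100% = forskolin alone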
PHOSPHO1 block: PubChem AID 1565; Phosphoethanolamine/phosphocholine phosphatase (Homo sapiens), Q8TCT1; recombinant PHOSPHO1, absorbance phosphatase assay; inhibition, % at 13.3 µM; hit rate 1.1% among 290,000; in the data active means inhibition above about 60%
Target sequence (Q8TCT1 whole entry, looked up): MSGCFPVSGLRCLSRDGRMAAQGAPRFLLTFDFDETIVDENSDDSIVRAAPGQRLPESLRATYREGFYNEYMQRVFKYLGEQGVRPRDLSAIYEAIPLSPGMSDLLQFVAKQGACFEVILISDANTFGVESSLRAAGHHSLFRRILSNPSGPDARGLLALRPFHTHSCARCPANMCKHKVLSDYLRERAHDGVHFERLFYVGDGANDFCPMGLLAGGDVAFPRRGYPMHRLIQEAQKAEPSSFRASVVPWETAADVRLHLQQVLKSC
GPR7 antag: GPR7 receptor antagonists, primary screen, cell-based, fluorescence, single concentration. Neuropeptides B/W receptor type 1 (Homo sapiens), P48145. GPR7-expressing cells, fluorescence antagonist assay. inhibition, % at 4.4 µM. hit rate 1.1% among 290,000. AID 1861, 2009; in the data active means inhibition above about 16%, passing the limit was not always enough;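 further: cells stimulated with the agonist NPW; 0% = agonist with vehicle and 100% = vehicle without agonist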
Target sequence (P48145 whole entry, looked up): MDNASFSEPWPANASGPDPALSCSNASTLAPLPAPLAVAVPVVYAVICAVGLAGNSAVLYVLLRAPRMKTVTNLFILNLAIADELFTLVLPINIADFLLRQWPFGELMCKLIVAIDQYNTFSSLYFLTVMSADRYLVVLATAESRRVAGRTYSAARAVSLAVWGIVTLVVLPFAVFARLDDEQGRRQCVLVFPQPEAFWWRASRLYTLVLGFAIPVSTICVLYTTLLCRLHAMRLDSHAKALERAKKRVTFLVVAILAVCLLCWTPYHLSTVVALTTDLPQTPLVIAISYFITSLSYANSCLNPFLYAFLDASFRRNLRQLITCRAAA
MEKK2wt PB1 HTS: modulators of MEK5 binding to wildtype MEKK2, primary screen, biochemical, multiplex bead flow cytometry, Alexa488-MEK5; Mitogen-activated protein kinase kinase kinase 2 (Homo sapiens), Q9Y2U5; Alexa488-MEK5 binding to MEKK2 WT; actives lie on both sides; binding response (% of control), % at 10 µM; hit rate 1.1% among 290,000; AID 1531, 2009; in the data active means binding response below about 67% or above about 130%
MEKK2mut PB1 HTS: MEK5 binding signal on mutant MEKK2 PB1, primary screen, biochemical, multiplex bead flow cytometry, Alexa488-MEK5. percent response, % at 10 µM. hit rate 0.35% among 290,000. Alexa488-MEK5 binding to MEKK2 mutant; in the data active means percent response above about 24%, passing the limit was not always enough; further: inactives centre near 1; some results filed as inactive read as strong as hits; reference of the scale not given here
NALP1 yeast inh: NALP1 inflammasome inhibitors in reconstituted yeast, colorimetric, S. cerevisiae, triplicate retest; hit rate 0.61% among 280,000; S. cerevisiae NALP1/ASC/caspase-1 growth, X-gal OD620, 72 h; inhibition, % at 10 µM; in the data active means inhibition mostly above about 24%, no sharp cut-off; inactive means mostly below about 32%; further: some compounds called inactive have numbers as strong as hits
* hit, by the source's call; . = no result given. Hits appear at their usual frequency; overall some 5.4% were active at least once.

Start of the data: the first two records (preview)
molecule,V1R ag counter,OXTR agonist,MEKK3 PB1 HTS,GalR3 antag,PHOSPHO1 block,GPR7 antag,MEKK2wt PB1 HTS,MEKK2mut PB1 HTS,NALP1 yeast inh
Cc1ccc(C)c(S(=O)(=O)N2CCCOC2CNC(=O)C(=O)NC2CC2)c1 (configuration not stated),0.7,0.1,98,-2,37,-9,104,3,20
CCOC(=O)c1ccc(N2C(=O)CC(N3CCC(C(=O)OCC)CC3)C2=O)cc1 (configuration not stated),0.1,-0.3,102,0,7,1,105,8,2

The list itself, previewed entries included:
molecule,V1R ag counter,OXTR agonist,MEKK3 PB1 HTS,GalR3 antag,PHOSPHO1 block,GPR7 antag,MEKK2wt PB1 HTS,MEKK2mut PB1 HTS,NALP1 yeast inh
Cc1ccc(C)c(S(=O)(=O)N2CCCOC2CNC(=O)C(=O)NC2CC2)c1 (configuration not stated),0.7,0.1,98,-2,37,-9,104,3,20
CCOC(=O)c1ccc(N2C(=O)CC(N3CCC(C(=O)OCC)CC3)C2=O)cc1 (configuration not stated),0.1,-0.3,102,0,7,1,105,8,2
COC(=O)c1sc(NC(=O)C2CCCCC2C(=O)O)c(C(=O)OC)c1C (configuration not stated),0.3,1.3,.,-4,11,-7,.,.,-3
CCN(CC)c1nc2c(c(=O)n(C)c(=O)n2C)n1CC(=O)c1ccccc1,0.4,-1.6,102,0,24,-3,100,8,21
Cc1ccc(NC(=O)CSCc2nc3c(nnn3Cc3ccc(F)cc3)c(=O)[nH]2)c(C)c1,-1.2,-1.8,118,-3,32,4,108,-4,27
CCN(CC)c1ccc(C2Nc3cccc4cccc(c34)N2)cc1,0.9,-0.7,101,2,8,-12,122,11,14
CC(/C=N/NC(=O)c1cc(C(C)(C)C)[nH]n1)=C\c1ccccc1,-0.1,-2.0,103,-4,5,-15,102,2,.
CN(C)C(=O)c1ccc(NC(=O)c2cc(-c3ccco3)nc3ccccc23)cc1,.,.,103,-2,-1,1,99,0,8

Retrieved one by one from above:
molecule,V1R ag counter,OXTR agonist,MEKK3 PB1 HTS,GalR3 antag,PHOSPHO1 block,GPR7 antag,MEKK2wt PB1 HTS,MEKK2mut PB1 HTS,NALP1 yeast inh
CN(C)C(=O)c1ccc(NC(=O)c2cc(-c3ccco3)nc3ccccc23)cc1,.,.,103,-2,-1,1,99,0,8
Cc1ccc(C)c(S(=O)(=O)N2CCCOC2CNC(=O)C(=O)NC2CC2)c1 (configuration not stated),0.7,0.1,98,-2,37,-9,104,3,20
CCOC(=O)c1ccc(N2C(=O)CC(N3CCC(C(=O)OCC)CC3)C2=O)cc1 (configuration not stated),0.1,-0.3,102,0,7,1,105,8,2
CCN(CC)c1nc2c(c(=O)n(C)c(=O)n2C)n1CC(=O)c1ccccc1,0.4,-1.6,102,0,24,-3,100,8,21
CCN(CC)c1ccc(C2Nc3cccc4cccc(c34)N2)cc1,0.9,-0.7,101,2,8,-12,122,11,14
Cc1ccc(NC(=O)CSCc2nc3c(nnn3Cc3ccc(F)cc3)c(=O)[nH]2)c(C)c1,-1.2,-1.8,118,-3,32,4,108,-4,27
CC(/C=N/NC(=O)c1cc(C(C)(C)C)[nH]n1)=C\c1ccccc1,-0.1,-2.0,103,-4,5,-15,102,2,.

More results
molecule,V1R ag counter,OXTR agonist,MEKK3 PB1 HTS,GalR3 antag,PHOSPHO1 block,GPR7 antag,MEKK2wt PB1 HTS,MEKK2mut PB1 HTS,NALP1 yeast inh
Cc1ccc(-c2nc(CN(Cc3c(C)nn(C)c3C)C(C)C)c(C)o2)o1,-0.6,0.3,104,8,33,4,95,-7,0
COC(=O)CN1C(=S)N(c2ccc(Cl)cc2)C(=O)C1CC(=O)Nc1ccc(Cl)cc1 (configuration not stated),8.8,3.2,103,-6,2,14,97,-3,6
CCc1nnc(NC(=O)CSc2nc3cc4c(cc3cc2C)OCCO4)s1,-0.4,0.2,105,-6,37,-11,106,0,-3
Cc1ccc(NC(=S)N/N=C2\CC(C)(C)Oc3ccc(O)cc32)cc1,0.7,-2.0,107,2,0,6,102,0,13
COc1ccc(N=C2SC(CC(=O)Nc3ccccc3F)C(=O)N2Cc2ccco2)cc1 (configuration not stated),1.0,-0.5,114,1,-27,-11,113,-1,37
CCOc1cc(/C=N/N=C2/NC(=O)C(CC(=O)O)S2)ccc1OCc1ccc(Cl)cc1Cl (configuration not stated),0.5,-0.7,99,.,-24,-5,97,-2,6
O=C(Nc1ccc(F)cc1)Nc1nnc(Cc2ccccc2F)s1,0.7,2.8,103,-3,8,-13,97,3,3
COCCNC(=O)C(c1ccc(O)cc1)N(Cc1ccccc1)C(=O)CCC(=O)Nc1ccccn1 (configuration not stated),-0.4,-0.2,100,-7,28,5,93,-8,6
CC(C)(C)C(=O)NC(=S)Nc1ccc(F)cc1,-0.7,-1.8,121,-3,-6,-1,106,1,10
Cc1cc(S(=O)(=O)N2CCOCC2)ccc1OCC(=O)NCc1ccco1,2.3,2.0,101,-7,17,-14,98,-3,11
Cc1cc(-c2ccc3ccccc3c2)n2ncnc2n1,-0.8,-2.1,99,-7,45,-8,96,-3,-22
CCOc1ccc(NC(=O)c2ccc3nccnc3c2)cc1,2.3,2.1,.,-2,10,9,.,.,29
Cc1csc(SCCn2c(N3CCCC3)nc3c2c(=O)[nH]c(=O)n3C)n1,0.2,-0.1,85,-3,14,-2,95,-14,18
COc1ccc(C(=O)/C=C/C(=O)N(CC(=O)NC2CCCCC2)Cc2ccccc2)c(O)c1,.,.,97,1,-3,-10,93,-3,-1
CCOc1ccccc1NC(=S)N(CCN(C)C)C(C)c1ccncc1 (configuration not stated),0.3,0.4,95,1,14,4,86,-12,3
COc1ccc(OC)c(C(=O)COC(=O)CNC(=O)C2CCCCC2)c1,-1.0,-2.4,112,0,-39,2,109,3,-2
COc1ccc(NC(=O)c2sc3ncn(CC(=O)N4CCN(c5ccccn5)CC4)c(=O)c3c2C)cc1OC,3.1,2.6,105,2,18,-4,106,4,24
Cc1cc(C)n2c(SCC(=O)Nc3cc(C)on3)nnc2n1,0.6,0.4,101,-3,-25,-7,107,2,8
O=C(c1ccccc1-c1nc2ccccc2[nH]1)N1CCCCC1,-0.4,-0.1,88,-1,-8,2,91,-6,-21
CCn1cc(C(=O)NCCCOC(C)C)c(=O)c2cc(S(=O)(=O)N3CCOCC3)ccc21,8.2,0.9,101,-7,58,-6,100,3,-1

Screening results from PubChem.
